inhibitors of VEEV: inhibitors of VEEV TC-83 cytopathic effect, confirmation, Vero cells (AID 588727) | Vero cells, VEEV TC-83 cytopathic effect inhibition; higher % means a stronger effect | 350,000 tested, 0.13% active | one-dose inhibition, % at 20 µM; IC50 in µM for titrated hits; in the data active = a potency from the dose series; inconclusive = inhibition mostly from about 14% at the one dose, without a potency; inactive = the rest, 99 in 100 with inhibition below about 12%; also: strong numbers were not always called active
M. tuberculosis HTS: M. tuberculosis growth inhibition, HTS (AID 449762); M. tuberculosis H37Rv growth inhibition, 7H9 media; higher % means a stronger effect; one-dose inhibition, % at 25 µM; IC50 in µM for titrated hits; 330,000 tested, 0.59% active; in the data active = a potency from the dose series; inconclusive = inhibition above about 70% without an active follow-up result;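 also: bacterial growth assessed after seven days of incubation; strong numbers were not always called active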
influenza NS1A: NS1A inhibition, H1N1 influenza, cell based functional assay (AID 504329). NS1A functional cell-based assay, percent inhibition; higher % means a stronger effect. inhibition, % at 12.5 µM; hits with a dose series show IC50 in µM. 340,000 tested, 0.3% active; in the data active = a potency from the dose series; inconclusive = inhibition above about 27% without an active follow-up result; also: strong numbers were not always called active
M. tuberculosis: growth inhibition of non-replicating M. tuberculosis (AID 488890); Mycobacterium tuberculosis non-replicating, growth inhibition; higher % means a stronger effect; inhibition, % at 25 µM, or IC50 in µM where a hit was titrated; 320,000 tested, 0.39% active; in the data active = a potency from the dose series; inconclusive = inhibition mostly from about 82% at the one dose, without a potency; inactive = the rest, 99 in 100 with inhibition below about 76%;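 also: plate controls were DMSO cells for no effect and high antibiotic wells for full effect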
Salmonella PhoP GFP: Inhibition of PhoP regulon, Salmonella typhi GFP reporter cells, confirmation, 4 h (AID 1850) | inhibition, % at 50 µM; hits with a dose series show IC50 in µM | 310,000 tested, 0.33% active | Salmonella Typhi PhoP-promoter GFP reporter, fluorescence, 4 h; higher % means a stronger effect; in the data active = a potency from the dose series; inconclusive = inhibition mostly from about 25% at the one dose, without a potency; inactive = the rest, 99 in 100 with inhibition below about 19%;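 also: 0% = induced wells with vehicle and 100% = uninduced wells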
inhibitors of VEEV 10K pilot screen: recorded beside inhibitors of VEEV, whose call it bears; inhibition, %; measured here: 10K pilot screen inhibition
The depositor's hits bear a star; i = inactive; ? = inconclusive; . = not tested or not shown.

SMILES | inhibitors of VEEV | M. tuberculosis HTS | influenza NS1A | M. tuberculosis | Salmonella PhoP GFP | others
COC(=O)C(NS(=O)(=O)c1ccc(N2CCCC2=O)cc1)c1ccccc1 (stereo not drawn) | 0.7% | -2.3% | -10.6% | 5.8% | -0.9%
CC(=O)Nc1cccc(Oc2nc(C(F)(F)F)nc3ccccc23)c1 | 1.9% | 4.9% | -7.1% | 7.4% | -11.8%
O=C(COC(=O)COc1ccccc1F)NC1CC1 | 0.9% | -0.3% | -7.8% | -10.1% | .
COc1ccc(-n2c(C)nn(CCOc3ccccc3)c2=O)cc1 | 0.2% | -2.4% | 1.5% | 10.1% | -1.3%
Cc1nc(C(=O)NC(C)C)nn1-c1cc(Cl)cc(Cl)c1 | 0.3% | -5.0% | 0.9% | -3.3% | 5.0% | inhibitors of VEEV 10K pilot screen=1.3
CCOC(=O)C1CCN(C(=O)c2oc3ccc4c(c3c2C)C(O)CC2(CCCCC2)O4)CC1 (stereo not drawn) | 2.9% | 6.4% | -4.2% | 24.2% | 0.4%
CCNC(=S)N1CCN(CCN=CC2=C(O)CC(c3cccs3)CC2=O)CC1 (stereo not drawn) | 0.9% | 6.0% | 3.3% | 20.4% | 1.4%
C=CCc1c(OC(C)=O)c2ccccc2n(C)c1=O | 1.1% | 7.7% | -9.0% | -31.7% | -8.4%
Cc1ccc(-n2c(SCC(=O)N3CCCCC3)nc(O)c(Cc3ccccc3)c2=O)cc1 | 2.0% | 9.6% | 7.7% | 7.8% | -11.9%
CCOc1ncccc1C(=O)N(CC)CC(=O)NCc1ccc(F)cc1 | 3.1% | 4.5% | 6.4% | 13.4% | 9.4%
CC(C)Cc1nn2c(=O)cc(CSCC(=O)Nc3ccccc3F)nc2s1 | 1.4% | -6.2% | 5.4% | 13.3% | -2.9%
C#CCSc1nnc(-c2ccc(O)cc2)o1 | 0.1% | ? | -4.9% | 7.34µM* | -0.8%
CC12CN(C(=O)c3ccccc3Br)CC(C)(CN(C(=O)c3ccccc3Br)C1)C2=O | 0.5% | -5.2% | -23.9% | 17.8% | 3.9%
COc1ccc(CC2(CO)CCN(C(=O)NCc3ccccc3)CC2)cc1 | 1.0% | -6.7% | -0.2% | -2.7% | -5.8%
COc1ccc(Nc2nc(Cl)nc(Nc3ccc(OC)cc3OC)n2)c(OC)c1 | 8.9% | 4.8% | . | 9.1% | 6.3%

As a short view, some entries already given.
SMILES | inhibitors of VEEV | M. tuberculosis HTS | influenza NS1A | M. tuberculosis | Salmonella PhoP GFP | others
Cc1ccc(-n2c(SCC(=O)N3CCCCC3)nc(O)c(Cc3ccccc3)c2=O)cc1 | 2.0% | 9.6% | 7.7% | 7.8% | -11.9%
CCOc1ncccc1C(=O)N(CC)CC(=O)NCc1ccc(F)cc1 | 3.1% | 4.5% | 6.4% | 13.4% | 9.4%
CC(C)Cc1nn2c(=O)cc(CSCC(=O)Nc3ccccc3F)nc2s1 | 1.4% | -6.2% | 5.4% | 13.3% | -2.9%
C#CCSc1nnc(-c2ccc(O)cc2)o1 | 0.1% | ? | -4.9% | 7.34µM* | -0.8%
CC12CN(C(=O)c3ccccc3Br)CC(C)(CN(C(=O)c3ccccc3Br)C1)C2=O | 0.5% | -5.2% | -23.9% | 17.8% | 3.9%
COc1ccc(CC2(CO)CCN(C(=O)NCc3ccccc3)CC2)cc1 | 1.0% | -6.7% | -0.2% | -2.7% | -5.8%

Continued.
SMILES | inhibitors of VEEV | M. tuberculosis HTS | influenza NS1A | M. tuberculosis | Salmonella PhoP GFP | others
COC(=O)c1ccc(NS(=O)(=O)c2cc3c4c(c2)CCC(=O)N4CCC3)cc1 | 1.6% | -3.4% | -2.9% | 13.3% | -5.2%
COc1ccc(-n2ncc3c(=O)n(CC(C)=O)cnc32)cc1 | 0.5% | -1.0% | 0.3% | -13.9% | 1.1%
CCOC(=O)c1cc(-c2ccc(OC)cc2)n[nH]1 | 5.2% | 12.3% | -16.0% | 5.3% | -8.7%
CCOc1ccc(N(CC(=O)Nc2cc(OC)cc(OC)c2)S(=O)(=O)c2c(C)[nH]c(=O)[nH]c2=O)cc1 | 1.9% | -7.8% | 3.5% | 13.2% | 2.7%
CC(Oc1ccc(Cl)cc1Cl)C(=O)Nc1cccnc1 (stereo not drawn) | 1.1% | 4.5% | 2.2% | 67.5% | 0.1% | inhibitors of VEEV 10K pilot screen=1.2
CCOC(=O)/C(C#N)=C/c1cccc([N+](=O)[O-])c1 | 0.6% | -2.4% | 3.5% | -4.0% | -6.9%
COc1ccc([C@@H]2C[C@H]3CN(Cc4ccccc4OC)C(=O)[C@]34CCCN24)cc1C | 0.7% | -0.5% | -11.6% | 34.2% | -12.5%
CCCCCc1ccc(-c2cn(CCCOCc3ccccc3)nn2)cc1 | i | ? | 3.0% | 34.0% | 3.3% | inhibitors of VEEV 10K pilot screen=0.0
O=C(O)C(Oc1ccc(Cl)cc1)c1ccc(Cl)cc1 (stereo not drawn) | 0.8% | . | -3.0% | . | .
CCCCOc1ccc(N2C(=O)CC(N(O)c3ccccc3)C2=O)cc1 (stereo not drawn) | 6.0% | ? | 1.6% | 71.3% | 6.1% | inhibitors of VEEV 10K pilot screen=3.8
Cc1ccc(Nc2c(-c3cccnc3)nc3ccc(Br)cn23)cc1 | 1.0% | -11.9% | 0.3% | 1.6% | -15.3%
OCCNCCOCCOc1ccccc1-c1ccccc1 | i | 3.1% | -7.5% | 2.8% | 8.1%
CCN1C(=O)c2cccc3c(NC(=O)C(C)(C)C)ccc1c23 | ? | -4.6% | -3.6% | 3.0% | -3.6%
CCCC(=O)Nc1cc2c3c(c1)CC(=O)N3CCC2 | 0.9% | -2.8% | 0.7% | 4.2% | -0.5%
O=C(c1nc2ccccn2c1CN1CCN(c2ccccc2O)CC1)N1CCCC1 | 1.6% | -11.2% | 7.7% | -1.4% | -2.4%
O=C(Cn1c(=O)sc2ccccc21)NCc1ccco1 | 1.2% | 0.7% | -5.3% | -1.2% | 7.4%
COc1ccc(N2C(N)=NC(N)=NC23CCCC3)cc1 | 0.5% | -0.3% | 6.1% | 1.1% | 12.5%
COc1ccc(NS(=O)(=O)c2csc(C(=O)N3CCCC3)c2)c(OC)c1 | i | 2.1% | 4.4% | -11.1% | 2.7%
CS(=O)(=O)N1CCN(c2ccccc2NC(=O)Cc2ccccc2)CC1 | 1.6% | -1.7% | 3.2% | -3.9% | 12.5%
CCN(CC)CCNc1nc(-c2ccc(OC(F)F)cc2)c(C)s1 | 0.4% | 7.3% | 0.8% | 32.0% | 2.7%
O=C1NC2(CCCCCC2)C(=O)N1Cc1ccc(Br)cc1 | i | 7.4% | -7.7% | 5.0% | -4.9%
O=C1c2ccccc2C(=O)N1CSc1nnc(Nc2ccccc2F)s1 | 1.2% | 9.7% | 33.3% | -1.2% | 2.9%
CCN(CC(=O)NCc1ccc(F)cc1)S(=O)(=O)c1ccc(C)cc1 | 1.0% | 1.8% | -1.2% | 13.5% | 6.8%
O=C(NCc1nc(-c2ccc(C(F)(F)F)cc2)no1)Nc1ccc(F)cc1F | 1.8% | 2.4% | 4.0% | -11.5% | -4.3%
CCOC(=O)Cc1csc(NC(=O)Cc2ccccc2)n1 | 1.3% | 2.3% | -2.4% | 8.6% | -7.4%
O[C@H]1C2CCC1C(N1CCCCC1)CC2 (stereo partly drawn) | i | 4.6% | -18.4% | -6.0% | 3.8%
O=S(=O)(Nc1ccc(-c2cn3cccnc3n2)cc1)c1ccccc1 | 1.5% | 2.6% | . | 3.9% | 4.1%
CN(C(=O)CSc1nc(-c2ccc(C(C)(C)C)cc2)c(C#N)c(=O)[nH]1)C1CCCCC1 | 3.4% | 4.5% | -2.5% | 34.3% | -11.3%
Cc1ccc(Cn2c(CCNc3nc(-c4ccc(Cl)c([N+](=O)[O-])c4)cs3)nc3cc(C(=O)NCCCO)ccc32)cc1 | 5.9% | 1.4% | -9.2% | 38.9% | -19.2%
O=C(c1ccco1)N1CCN(C(=O)c2cc(Cl)nc3ccccc23)CC1 | 3.5% | -5.2% | -10.8% | -3.9% | 3.7%
COCCCNC(=O)CN(c1cc(C(F)(F)F)ccc1Cl)S(C)(=O)=O | 2.3% | -8.7% | 3.8% | -3.0% | 2.8%
CCN(CC)c1ccc2cc(C=O)c(=O)oc2c1 | 1.2% | 14.0% | -0.4% | 39.9% | -26.2%
Nc1ncc(-c2ccc([N+](=O)[O-])cc2)cn1 | 0.7% | . | 11.2% | 14.2% | 4.2%
COc1ccc(NC(=O)CS(=O)CC(=O)Nc2cccnc2)cc1 (stereo not drawn) | 1.4% | -11.2% | 6.7% | -0.1% | 4.5%
Cc1ccc(S(=O)(=O)NN2C(=O)/C(=C/c3cccc(F)c3)SC2=S)cc1 | 1.2% | -8.6% | 18.7% | 40.0% | -15.8%
Cc1ccc(-n2cc(CNC(C)c3cnn(C)c3)c(-c3ccc(F)cc3)n2)cc1 (stereo not drawn) | i | 8.7% | 4.0% | 21.0% | 1.8%
Cc1cccc(/C=N/NC(=O)C(C)Nc2cccc3ccccc23)n1 (stereo not drawn) | 1.8% | -7.6% | -1.4% | ? | 9.0%
CCCCOc1ccc(NS(=O)(=O)c2ccc(-n3cnnn3)cc2)cc1 | 0.4% | -4.7% | 5.7% | -1.2% | -10.1%
C=CCSc1nc2sc3c(c2c(=O)n1-c1ccc(C)cc1)CCN(C)C3 | 4.3% | 63.2% | -0.3% | ? | 11.5%
CC1SC(c2ccc(Cl)cc2Cl)NC1=O (stereo not drawn) | 1.5% | -9.4% | 5.3% | . | -11.2%
CCOC(=O)Cc1csc(NC(=O)c2ccc(Cl)nc2)n1 | 0.2% | -4.7% | -43.7% | 26.0% | -8.3%
Cc1noc(/C=C/c2ccc(-c3ccccc3Cl)o2)c1[N+](=O)[O-] | 1.3% | -4.6% | -3.0% | -9.2% | -15.8%
O=C(O)c1cccc(NS(=O)(=O)/C=C/c2ccccc2)c1 | 0.4% | 3.4% | -3.0% | -0.8% | -1.8%
Clc1ccccc1OCCCCN1CCNCC1 | 0.8% | 7.0% | -4.0% | 4.3% | -3.0%
Cc1ccc(NS(=O)(=O)c2ccc3[nH]c(=O)oc3c2)cc1Cl | 2.2% | -7.6% | -14.4% | 17.2% | .
Nc1nc2c(ncn2[C@H]2C[C@H](O)[C@@H](CO)O2)c(=O)[nH]1 | 7.6% | ? | 1.8% | -3.8% | -31.2%
CCCCC(=O)Nc1sc2c(c1C(=O)OCC)CCC(C=O)=C2Cl | i | 14.6µM* | -1.6% | 75.1% | 6.7%
Cc1c(Br)cc(C(=O)OC2CCN(C)CC2)c(C)c1C | i | -4.8% | 0.2% | 17.7% | 15.2%
CC(OC(=O)Cn1nnc2ccccc21)C(=O)NC1CCCC1 (stereo not drawn) | 1.2% | -2.1% | -3.6% | -2.5% | 2.3%
CN(C)Cc1nc2ccccc2c(=O)n1CC#N | i | -2.8% | -0.1% | -7.2% | -2.5%
CC1CCCCC1NC(=O)c1ccco1 (stereo not drawn) | 1.1% | . | -0.6% | . | .
COc1ccccc1NC(=O)c1ccccc1C(=O)O | i | -6.5% | -21.2% | -9.3% | 2.0%
O=C(CCC(=O)c1ccc(Cl)s1)Nc1ncccc1O | 2.9% | -3.4% | -12.2% | 66.2% | .
O=C(O)CCC(=O)NNC(=O)CCC(=O)NCc1ccccc1 | 1.9% | 1.8% | 3.8% | -9.6% | -6.3%
COC(=O)c1ccccc1NC(=O)Cn1c(SC)c(F)cnc1=O | i | -31.0% | -3.5% | 1.3% | -2.3%
COc1ccc(CN(C)C(=O)c2oc3ccccc3c2CSC)cc1F | i | 8.0% | 8.2% | 4.4% | 9.9%

Of the compounds above, 5 contain a thiophene ring, fused or not.
SMILES | inhibitors of VEEV | M. tuberculosis HTS | influenza NS1A | M. tuberculosis | Salmonella PhoP GFP | others
CCNC(=S)N1CCN(CCN=CC2=C(O)CC(c3cccs3)CC2=O)CC1 (stereo not drawn) | 0.9% | 6.0% | 3.3% | 20.4% | 1.4%
COc1ccc(NS(=O)(=O)c2csc(C(=O)N3CCCC3)c2)c(OC)c1 | i | 2.1% | 4.4% | -11.1% | 2.7%
C=CCSc1nc2sc3c(c2c(=O)n1-c1ccc(C)cc1)CCN(C)C3 | 4.3% | 63.2% | -0.3% | ? | 11.5%
CCCCC(=O)Nc1sc2c(c1C(=O)OCC)CCC(C=O)=C2Cl | i | 14.6µM* | -1.6% | 75.1% | 6.7%
O=C(CCC(=O)c1ccc(Cl)s1)Nc1ncccc1O | 2.9% | -3.4% | -12.2% | 66.2% | .

Screening data deposited in PubChem by Southern Research Specialized Biocontainment Screening Center.
